MITF inh: blocks human microphthalmia-associated transcription factor. O75030. inhibition, % at 2.6 µM. 0.91% of 650,000 active. AlphaScreen MITF homodimerization, bead proximity signal; in the data active = inhibition above about 50%;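 note: 0% = vehicle wells with protein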
Target sequence (O75030 whole entry, looked up): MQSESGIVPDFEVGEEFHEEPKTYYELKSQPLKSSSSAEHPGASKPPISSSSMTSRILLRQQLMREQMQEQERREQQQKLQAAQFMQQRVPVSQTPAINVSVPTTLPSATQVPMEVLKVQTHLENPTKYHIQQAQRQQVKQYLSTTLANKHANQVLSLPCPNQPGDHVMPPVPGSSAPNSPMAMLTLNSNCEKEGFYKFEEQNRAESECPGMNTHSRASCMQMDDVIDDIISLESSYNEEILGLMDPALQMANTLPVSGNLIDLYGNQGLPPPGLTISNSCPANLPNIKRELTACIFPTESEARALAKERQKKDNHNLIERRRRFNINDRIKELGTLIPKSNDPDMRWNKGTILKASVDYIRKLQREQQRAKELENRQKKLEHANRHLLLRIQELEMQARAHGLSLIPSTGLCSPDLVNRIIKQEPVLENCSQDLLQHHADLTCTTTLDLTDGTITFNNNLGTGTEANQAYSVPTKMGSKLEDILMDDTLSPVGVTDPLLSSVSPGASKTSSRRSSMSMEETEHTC
FBW7 act: activators of human E3 ligase FBW7; Q969H0; AlphaScreen FBW7–phospho-cyclin E peptide binding, activator screen; normalized activity (activation), % at 26.1 µM; 0.13% of 650,000 active; in the data active = normalized activity above about 1.9%;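 note: purified mutant Fbw7 with reduced substrate affinity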
GPR151 ag: human GPR151 activation | Q8TDV0 | 1% of 650,000 active | activation, % at 11.2 µM | PathHunter beta-arrestin GPR151 cells, luminescence; in the data active = activation above about 4.9%;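 note: 0% = median of compound wells and 100% = cells with positive control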
Target sequence (Q8TDV0 whole entry, looked up): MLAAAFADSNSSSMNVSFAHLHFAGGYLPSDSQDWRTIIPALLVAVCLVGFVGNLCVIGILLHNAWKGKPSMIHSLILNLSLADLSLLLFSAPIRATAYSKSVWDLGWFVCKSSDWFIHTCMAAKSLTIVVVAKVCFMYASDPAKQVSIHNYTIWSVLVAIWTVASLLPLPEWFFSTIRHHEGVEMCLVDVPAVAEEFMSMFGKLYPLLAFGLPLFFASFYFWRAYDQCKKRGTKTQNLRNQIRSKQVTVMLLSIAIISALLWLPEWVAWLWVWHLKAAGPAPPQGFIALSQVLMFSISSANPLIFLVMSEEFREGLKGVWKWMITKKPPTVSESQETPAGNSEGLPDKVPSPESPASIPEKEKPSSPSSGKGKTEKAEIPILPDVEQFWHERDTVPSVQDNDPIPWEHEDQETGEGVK
TEAD-YAP block: TEAD-YAP interaction inhibition; HEK-TIYL cells, TEAD-Gal4/YAP UAS-luciferase luminescence; inhibition, % at 9.12 µM; 1.4% of 640,000 active; AID 1259422; in the data active = inhibition above about 32%;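 note: 0% = median of test compound wells and 100% = reference inhibitor wells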
* marks the source's active call; other numbers are inactive results; & = joins results of further samples.

nr	mol	MITF inh	FBW7 act
1	CS(=O)(=O)c1ccc2c(c1)nc(N1CCCCC1)c1nccn12	3	0.1
2	CCOC(=O)NS(=O)(=O)c1ccc(Cl)cc1	-2	0.1
3	COCCN(C(=S)Nc1cc(C)ccc1C)C1CCN(C(C)=O)CC1	3	0.7
4	CN(C)C(=O)c1cc2c(=O)n3ccccc3nc2n1C	-4	1.3
5	Cc1cc(=O)n2[nH]c(CC(=O)O)nc2n1	8	0.5
6	CCOC(=O)c1c(NC(=O)CSc2nnc(C)s2)sc2c1CCC(C)C2 (centres undefined)	7	0.0
7	CCOC(=O)c1c(NC(=O)c2ccccc2)sc(C(=O)Nc2cccc(Cl)c2C)c1C	-24	0.1
8	Cc1ccc(Cl)c2sc(NN)nc12	-2	0.0

nr	GPR151 ag	TEAD-YAP block
1	-0.7	-3
2	-0.6	1
3	1.2	1
4	-1.5	-45
5	-0.3	-4
6	-1.3	1
7	-0.6	8
8	1.0	12

The final three records of the part before lead into the next.
nr	mol	MITF inh	FBW7 act
6	CCOC(=O)c1c(NC(=O)CSc2nnc(C)s2)sc2c1CCC(C)C2 (centres undefined)	7	0.0
7	CCOC(=O)c1c(NC(=O)c2ccccc2)sc(C(=O)Nc2cccc(Cl)c2C)c1C	-24	0.1
8	Cc1ccc(Cl)c2sc(NN)nc12	-2	0.0
9	CC1(Cc2ccccn2)C(=O)Nc2cc(C(F)(F)F)ccc21 (centres undefined)	-21	0.1
10	Cc1cc(C)cc(NC(=O)C2C3C=CC4(O3)C2C(=O)N(Cc2ccc3c(c2)OCO3)C4C(=O)NC2CCCCC2)c1 (centres undefined)	10	0.2
11	O=C(Cc1cc(=O)[nH]c(SCc2cccc(Cl)c2)n1)N1CCc2ccccc21	0	0.0
12	Oc1ccccc1Nc1ncnc2sccc12	5	-0.1
13	Cc1ccc(C)c(OCC(=O)Nc2ccc(O)cc2)c1	0	0.1
14	CCOc1ccc(N/C(SCc2cccc([N+](=O)[O-])c2)=C(/C#N)C(=O)NCc2ccco2)cc1	5	-0.1
15	COc1ccc([N+](=O)[O-])cc1/C=C1\C(=O)NC(=O)N(c2ccc(Br)cc2)C1=O	11	0.0
16	O=C1C2C3C=CC(C3)C2C(=O)N1c1ccccc1 (centres undefined)	-2	0.4

nr	GPR151 ag	TEAD-YAP block
6	-1.3	1
7	-0.6	8
8	1.0	12
9	-0.8	5
10	1.2	13
11	-1.7	-2
12	-0.4	-10
13	2.7	-2
14	-0.7	-1
15	2.3	6
16	-1.8	3

Next section.
nr	mol	MITF inh	FBW7 act
17	CCc1nc2sccn2c(=O)c1C(=O)Nc1cccc(OC(F)(F)F)c1	11	-0.1
18	NC(=O)c1cnccc1Nc1ccnc(Nc2ccc(N3CCOCC3)cc2)c1	26	-0.2
19	O=[N+]([O-])c1ccccc1NC(=S)N/N=C/c1ccc(O)c(O)c1	-19	-0.5
20	Cc1ccccc1CSc1nc2[nH]ncc2c(=O)n1-c1cccc(C(F)(F)F)c1	-13	-0.1
21	Cc1cc(=O)n2nc(-c3ccc(C(F)(F)F)cc3)sc2n1	6	-0.1
22	CCCCN1C(=S)SC(N(O)C(=O)NC2CCCCC2)C1(C)C (centres undefined)	-2	0.0
23	Clc1nc(Nc2cccc3ccccc23)nc(N2CCOCC2)n1	5	0.1
24	COc1cccc(CN2CCNC(=O)C2CC(=O)NCc2ccccc2C)c1 (centres undefined)	-3	-0.1

nr	GPR151 ag	TEAD-YAP block
17	1.4	10
18	-0.4	-5
19	1.7	-54
20	1.5	-11
21	-1.5	-9
22	-1.6	10
23	0.7	4
24	2.9	2

Next compounds follow:
nr	mol	MITF inh	FBW7 act
25	Cc1cc(/C=C2\NC(=O)N(Cc3ccc(Cl)cc3)C2=O)c(C)n1-c1ccc(N(C)C)cc1	6	-0.1
26	Cc1cc(Cl)ccc1NC(=O)CCC(=O)N/N=C/c1ccc(Br)cc1	-8	-0.1
27	Cc1ccc2oc(=O)c3cnn(CC(=O)N(Cc4ccco4)CC4CCCO4)c3c2c1 (centres undefined)	-2	-0.4
28	CC(C)(C)C(=O)NCC1(c2cccs2)CCOCC1	7	0.0
29	CC(C)(C)C(=O)CN1CCN(S(=O)(=O)c2cc(Cl)ccc2Cl)CC1	14	0.5
30	C=CCN1C(=O)C(=O)/C(=C(\O)c2ccc(C)cc2)C1c1ccc(Br)cc1 (centres undefined)	9	0.3
31	COc1ccc(C(=O)NNC(=O)c2ccccc2)cc1	-2	0.0
32	CC1CCCC(C)N1C(=O)COC(=O)c1ccc(CO)cc1 (centres undefined)	-2	-0.1

nr	GPR151 ag	TEAD-YAP block
25	0.1	3
26	0.6	-2
27	0.9	-7
28	1.7	10
29	-1.2	15
30	0.4	-5
31	3.6	-42
32	0.6	-7

The list goes on:
nr	mol	MITF inh	FBW7 act
33	O=C1NC(=Nc2ccc(F)cc2)S/C1=C/c1ccc([N+](=O)[O-])cc1	5	0.0
34	CC(C)C(=O)Nc1cccc(C(=O)Nc2ccc(Cl)cc2)c1	7	-0.1
35	CCC1=NN(C(=O)CCc2ccccc2)C(O)(c2ccncc2)C1 (centres undefined)	-5	-0.1
36	COc1ccccc1N1CCN(CC(=O)Nc2ccc(Oc3ccccc3)cc2)CC1	14	-0.1
37	CCc1ccccc1NC(=O)C(CC)N1C(=O)C2(OCCCO2)c2ccccc21 (centres undefined)	12	0.0
38	C=CCNC(=O)/C(=C\c1ccc(Cl)cc1)NC(=O)c1ccc([N+](=O)[O-])cc1	0	0.0
39	COc1ccc(C)cc1NC(=O)CSc1nc2cc3c(cc2cc1C#N)OCCO3	5	0.2
40	COc1ccccc1-c1noc(-c2ccccc2C(=O)Nc2ccccc2[N+](=O)[O-])n1	-2	0.0

nr	GPR151 ag	TEAD-YAP block
33	3.7	3
34	-1.2	-73
35	0.5	-7
36	-1.2	18
37	-0.4	2
38	1.2	3
39	-0.3	67*
40	0.6	-3

(list continues)
nr	mol	MITF inh	FBW7 act
41	N#C/C(=C(/O)CCN1C(=O)c2ccccc2C1=O)c1nc(-c2ccc(Cl)cc2)cs1	9	0.3
42	CN1CCN(CC(O)COCc2ccc3c(c2)OCO3)CC1 (centres undefined)	-10	0.0
43	CCC(C)C1N=C2c3ccccc3N=C(SCc3cc(=O)n4ccccc4n3)N2C1=O (centres undefined)	-1	-0.1
44	Cc1c(Cl)cccc1-n1c(SCC(=O)c2ccc(Cl)cc2)nc2[nH]ncc2c1=O	16	0.1
45	Cc1cc(/C=N/Nc2ncnc(N)c2[N+](=O)[O-])c(C)n1-c1ccccc1	16	-0.9
46	COc1ccc(OC)c(NC(=O)CN2C(=O)CC(C)(C)Sc3ccccc32)c1	12	0.8
47	CCOC(=O)CCN(Cc1ccc(F)cc1)S(=O)(=O)c1ccc(F)c(C)c1	-8	0.0
48	O=C(CN(c1cccc(C(F)(F)F)c1)S(=O)(=O)c1ccccc1)N1CCOCC1	0	-0.1

nr	GPR151 ag	TEAD-YAP block
41	-1.4	6
42	10*	2
43	-1.7	-7
44	0.5	-4
45	-7.5	83*
46	-0.5	-17
47	-0.5	5
48	-0.8	4

The list continues:
nr	mol	MITF inh	FBW7 act
49	CN=C1NC(=O)C(CC(=O)Nc2cccc(C)c2)S1 (centres undefined)	-13	-0.2
50	COc1cc(CNCCCN(C)C)cc(OC)c1OC	16	0.0
51	COc1cc(OC)c(C2C(C#N)=C(N)Oc3n[nH]c(-c4ccc(C)cc4)c32)cc1OC (centres undefined)	6	-0.2
52	Cc1ccc(NC(=O)c2ccccc2NC(=O)c2ccccc2I)c(C(=O)c2ccccc2)c1	2	-0.1
53	CC(=O)c1ccc(NC(=O)c2cccc(S(=O)(=O)N(C)C3CCCCC3)c2)cc1	4	-0.1
54	CCOc1ccc(-n2nnc(C(=O)Nc3ccc(C)cc3)c2C)cc1	-1	0.4
55	Cn1c(=O)oc2cc(S(=O)(=O)N3CCCC(C(=O)N4CCCCC4)C3)ccc21 (centres undefined)	8	0.1
56	O=C(NC(=O)c1ccccc1)NC(=O)c1ccccc1	0	0.2

nr	GPR151 ag	TEAD-YAP block
49	0.6	-12
50	0.9	1
51	0.7	-1
52	-0.5	-3
53	-0.3	1
54	0.3	-20
55	0.3	2
56	0.3	9

(continued)
nr	mol	MITF inh	FBW7 act
57	COc1ccc(NC2(C(N)=O)CCCCC2)cc1	4	-0.1
58	O=c1oc2ccccc2nc1/C=C(\O)c1ccc(Cl)cc1	3&5	-0.1&0.0
59	COC(=O)CCCNc1nc(CN(C)C(C)c2cccs2)nc2ccccc12 (centres undefined)	10	0.0
60	CC(=O)c1ccc(OCCCC(=O)NCC2COc3ccccc3O2)cc1 (centres undefined)	20	0.2
61	c1ccc(CCNc2ccc3nncn3n2)cc1	7	-0.2
62	O=C(CN1CCC(c2nc(-c3ccc(Cl)cc3)n[nH]2)CC1)Nc1ccc2c(c1)OCO2	-13	0.1
63	OCCNc1ccc2nnc(C(F)(F)C(F)(F)F)n2n1	-3	0.0
64	CCc1c(C)sc(NC(=O)c2cc(OC)c(OC)c(OC)c2)c1C(N)=O	-2	-0.2

nr	GPR151 ag	TEAD-YAP block
57	-0.9	5
58	1.0&1.1	-17&-7
59	-0.8	3
60	-1.5	5
61	0.2	1
62	2.4	2
63	0.2	-3
64	0.2	-11

Continuation.
nr	mol	MITF inh	FBW7 act
65	Cc1ccc(NC(=O)Cn2nc(C)c3ccccc3c2=O)cc1	13	-0.4
66	Cc1nn(CC(=O)NCc2ccccc2)c(=O)c2c1sc1ccccc12	10	-0.1
67	Cc1ccc(NC(=O)c2ccc(S(=O)(=O)N3CCCCC3C)cc2)cc1C (centres undefined)	-4	0.0
68	COC(=O)Nc1ccc(S(=O)(=O)Nc2ccc(O)c(C)c2)cc1	2	0.0
69	CC1=NN(c2cccc(Cl)c2)C(=O)/C1=C/c1c(C)[nH]n(-c2ccccc2)c1=O	0	0.0
70	Cc1ccc2c(c1)cc1c(=O)n(CC(=O)NCCN3CCCC3)nc(C)n12	2	0.1
71	COc1cccc(C2=NS(=O)(=O)N(C)C(C(=O)Nc3cc(C)on3)=C2)c1	23	0.7
72	Cc1cccc(C(=O)OC(C)CN2CCOCC2)c1 (centres undefined)	-1	0.0

nr	GPR151 ag	TEAD-YAP block
65	-0.1	2
66	0.0	-7
67	1.9	6
68	0.0	-5
69	0.5	-2
70	0.5	1
71	-0.2	-3
72	-0.7	-6

(listing goes on)
nr	mol	MITF inh	FBW7 act
73	Cc1ccc(N/N=C(/C#N)C(=N)N2CCCCCC2)cc1	-1	0.5
74	COc1ccccc1Cn1ccn(Cc2c(F)cccc2Cl)c(=O)c1=O	6	0.3
75	COc1ccc(CC(=O)NCCOc2ccc3nnc(-c4cccc(OC)c4)n3n2)cc1	13	0.1
76	C/C(N)=C(/C#N)C(=O)CN1C(=O)NC(C)(c2cccc(Br)c2)C1=O (centres undefined)	14	0.0
77	O=C1CCC(CCC(=O)N2CCCN(Cc3cccc(F)c3)CC2)(Cc2ccsc2)N1 (centres undefined)	-1	-0.2
78	O=C(c1ccccc1Cl)N1N=C(c2cccnc2)CC1c1ccccc1O (centres undefined)	9	-0.1
79	O=C(Nc1ccccc1Br)c1cc(S(=O)(=O)NCCc2ccccc2)ccc1F	17	0.5
80	CCC(=O)NCCCc1nc2ccccc2n1C	-4	0.0

nr	GPR151 ag	TEAD-YAP block
73	0.0	-55
74	1.5	-2
75	-0.5	9
76	-0.5	0
77	0.7	4
78	6.7*	15
79	-1.4	1
80	1.3	-5

Additional records follow:
nr	mol	MITF inh	FBW7 act
81	N#CC(=C1Nc2ccccc2N1)c1nc(C#N)c(C#N)nc1N1CCCCC1	3	-0.2
82	Cc1ccc(C(=O)CC2(O)C(=O)Nc3ccccc32)c(C)c1 (centres undefined)	8	0.1
83	O=C(OC1CCOC1=O)c1ccc(S(=O)(=O)N2CCCCC2)cc1 (centres undefined)	6	-0.1
84	O=C(NCCN1CCOCC1)c1cccc(Cl)c1	-2	-0.1
85	CCOC(=O)c1cc2occc2n1CC(=O)N1CCCC(C)C1 (centres undefined)	-18	0.1
86	COc1cc(OC)nc(CSCCNC(=O)NS(=O)(=O)c2ccc(C)cc2)n1	-7	0.0
87	O=C(Cn1nnc(-c2ccccc2Cl)n1)Nc1ccc2c(c1)OCO2	6	0.0
88	CCOC(=O)c1ccc(CC(=O)c2c(O)cc(O)cc2O)o1	10	0.1

nr	GPR151 ag	TEAD-YAP block
81	0.2	-5
82	-0.5	-10
83	2.2	7
84	0.2	-7
85	-0.3	5
86	-0.3	-17
87	-0.1	-9
88	2.8	1
